From PubChem
S3 lipid droplet = qHTS Assay for Lipid Storage Modulators in Drosophila S3 Cells. Drosophila S3 cells, BODIPY lipid droplet fluorescence, 18-24 h; cells fed with added oleic acid. lipid storage change, negative = inhibition, % at the top dose, mostly 46.1 µM; hits show Potency in µM. 320,000 tested, 0.64% active. AID 2685; active means well fitted inhibition curve with a large enough effect in the signal ratio, with a control signal flat, not every such curve was filed as active; inconclusive means small, poorly fitted or top-dose-only effect, or effect the other way, or a change in a side signal; the % refers to the signal ratio
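Drosophila S3 cells got compounds at several concentrations plus oleic acid (400 uM solution). Laser-scanning cytometry with 488 nm excitation read lipid droplets at 500-530 nm and cells at 575-640 nm. Percent activity was relative to 20 uM Triacsin C.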
S3 lipid droplet cell count max = second read-out of S3 lipid droplet, no call of its own (marks repeat the call); cell number change, %; measured here: cell count max response;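 cells counted by Cell Tracker Red CMTPX staining in the red channel; peak over a dose series mostly up to 46.1 µM; percent activity relative to internal control wells on each plate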
Starred values were filed as active, the others as inactive; i = inactive; ? = inconclusive; . = not tested or not shown. On the % scale 0 is the no-effect control and ±100 the full control effect; potency means the concentration at half of the fitted maximal effect.

1: CCOC(=O)c1ccc(NC(=O)c2nc[nH]c2C(=O)NC2CCN(C(=O)OC(C)(C)C)CC2)cc1
2: CC(=O)NNC(=O)c1cc2sccc2s1
3: C=CCOc1ccccc1/C=N/NC(=O)c1ccc(Cl)cc1Cl
4: COc1cccc(-c2cc(C(=O)NC3CCCC3)no2)c1
5: Cc1noc(C)c1S(=O)(=O)N(CCc1ccccc1)Cc1ccccc1
6: c1ccc2c(c1)oc1c(Nc3ccc(CN4CCOCC4)cc3)ncnc12
7: Cc1nnc(SCC(=O)N2CCN(c3cccc(Cl)c3)CC2)n1C1CC1
8: O=C(NCCc1cnn(-c2ccccc2)c1)c1cc(COc2c(F)cccc2F)on1
screen / no.	1	2	3	4	5	6	7	8
S3 lipid droplet cell count max	-6	16	.	-1	-5	.	2	0
S3 lipid droplet	-2%	-13%	?	i	13%	?	i	15%

9: CCn1c(C)nc2cc(S(=O)(=O)C(F)F)ccc21
10: COc1ccccc1CN(Cc1nc2ccccc2c(=O)[nH]1)C(=O)Nc1ccccc1C
11: COc1ccccc1N1CCN(C(=O)c2cccc(S(=O)(=O)N3CCCCCC3)c2)CC1
12: Cc1ccc(C)c(NC(=S)NCCN(C2CCCCC2)C2CCCC2)c1
13: Nc1c(C(=O)CSc2nnnn2-c2ccc(O)cc2)c(=O)[nH]c(=O)n1C1CC1
14: Cc1ccc(/C=N/NC(=O)c2cccc(NC(=O)c3ccccc3C)c2)o1
15: COc1ccc(C(=O)NCCc2nnc3ccc(SCC(=O)N4CCCCC4)nn23)cc1
16: Cc1ccc(CNC(=O)Nc2ccccc2)c(C)c1
screen / no.	9	10	11	12	13	14	15	16
S3 lipid droplet cell count max	.	.	.	-2	.	.	-5	.
S3 lipid droplet	?	?	?	0%	?	?	4%	?

Given with bars between the fields: part of the list above.
item | compound | S3 lipid droplet cell count max | S3 lipid droplet
12 | Cc1ccc(C)c(NC(=S)NCCN(C2CCCCC2)C2CCCC2)c1 | -2 | 0%
13 | Nc1c(C(=O)CSc2nnnn2-c2ccc(O)cc2)c(=O)[nH]c(=O)n1C1CC1 | . | ?
14 | Cc1ccc(/C=N/NC(=O)c2cccc(NC(=O)c3ccccc3C)c2)o1 | . | ?
15 | COc1ccc(C(=O)NCCc2nnc3ccc(SCC(=O)N4CCCCC4)nn23)cc1 | -5 | 4%
16 | Cc1ccc(CNC(=O)Nc2ccccc2)c(C)c1 | . | ?

5 compounds out of the list, arranged by SMILES length, rising:
2: CC(=O)NNC(=O)c1cc2sccc2s1
9: CCn1c(C)nc2cc(S(=O)(=O)C(F)F)ccc21
3: C=CCOc1ccccc1/C=N/NC(=O)c1ccc(Cl)cc1Cl
5: Cc1noc(C)c1S(=O)(=O)N(CCc1ccccc1)Cc1ccccc1
7: Cc1nnc(SCC(=O)N2CCN(c3cccc(Cl)c3)CC2)n1C1CC1
screen / no.	2	9	3	5	7
S3 lipid droplet cell count max	16	.	.	-5	2
S3 lipid droplet	-13%	?	?	13%	i

(cont.)
17: Cc1ccc(-n2c(SCC(N)=O)nnc2-c2ccccn2)cc1C
18: CS(=O)(=O)c1cccc(C(=O)OCC(=O)Nc2ccc3c(c2)OCO3)c1
19: Cc1c(C(C)CCCO)oc(=O)c2c1Oc1c(C)c(C(C)C[C@@H](C)O)oc(=O)c1C2 (stereo not given in full)
20: COc1ccc(/C=C2\C(=O)N(c3c(Cl)cc(Cl)cc3Cl)N=C2NC(=O)c2cccc([N+](=O)[O-])c2)cc1
21: CCCCn1c(N)c(N(CCOC)C(=O)C2CCN(S(=O)(=O)c3ccc(Cl)cc3)CC2)c(=O)[nH]c1=O
22: Nc1nccc(-c2nn(-c3ccc(Cl)cc3)ccc2=O)n1
23: CC(C)C(c1nnnn1C1CCCC1)N1CCC(C(N)=O)CC1 (stereo not given)
24: CC1(C)N=C(SCC(=O)Nc2ccc(Cl)cc2)C(c2ccccc2)=N1
screen / no.	17	18	19	20	21	22	23	24
S3 lipid droplet cell count max	.	.	-8	.	.	6	.	.
S3 lipid droplet	?	?	i	?	-1%	1%	?	?

25: COc1ccc(OC)c(NC2=NC3(CCCC3)N=C(N)N2)c1
26: COc1ccc(N2C(=S)NC3c4cc(Cl)ccc4OC2(C)C3C(=O)N(C)C)cc1 (stereo not given)
27: C=C(C)CSc1nnc2n(Cc3ccccc3)c(=O)c3c4c(sc3n12)CCC4
28: Nc1[nH]n2c(=O)cc(-c3ccccc3)nc2c1N=Nc1ccccc1
29: CCC1CCCCN1C(=O)c1cc(COc2ccc3ncccc3c2)on1 (stereo not given)
30: CC(C)C(=O)Nc1nnc(-c2ccco2)s1
31: COc1ccc(N(CC(=O)Nc2ccc(F)cc2)S(=O)(=O)c2ccccc2[N+](=O)[O-])c(OC)c1
32: Cc1ccc(NC(=O)CCC(=O)N/N=C/c2ccc(O)cc2)cc1
screen / no.	25	26	27	28	29	30	31	32
S3 lipid droplet cell count max	-8	0	.	-10	.	20	13	11
S3 lipid droplet	i	-11%	?	11%	?	-5%	-12%	-19%

33: O=C(NN=C1CCCCCC1)c1cccnc1
34: ClC(Cl)(Cl)c1nc2ccccc2n2nncc12
35: CCC(C)NC(=O)CN1C(=O)c2cccc3cccc1c23 (stereo not given)
36: COc1ccccc1/C=C/C(=O)OCC(=O)N1c2ccccc2CC1C (stereo not given)
37: CCC(C)(C)NC(=O)C(OC(=O)c1cc2sccc2n1C)c1ccc(OC)cc1 (stereo not given)
38: O=C(CN1CCCCCC1)Nc1ccc(Cl)cc1F
39: COc1ccccc1OCC(=O)N/N=C1\CCCCc2ccccc21
40: NNC(=O)CNC(=O)c1ccc(F)cc1
screen / no.	33	34	35	36	37	38	39	40
S3 lipid droplet cell count max	.	16	6	3	1	.	8	10
S3 lipid droplet	?	i	i	17%	1%	?	-11%	10%

41: CCOC(=O)CC1(NC(=O)C2CCC(=O)N(Cc3ccccc3F)C2)CCCCC1 (stereo not given)
42: Cc1ccc(S(=O)(=O)NCCCCCC(=O)Nc2ccccc2)cc1
43: CN(C)c1ccc(N=Nc2cccc(F)c2)cc1
44: COc1ccc(C(=O)C2CCCN(Cc3cn[nH]c3-c3ccc(F)cc3)C2)cc1OC (stereo not given)
45: CC(C)CN1C2CCCC1CC(NC(=O)c1ccc([N+](=O)[O-])cc1)C2 (stereo not given)
46: COc1ccc2c(c1)OC(O)(C(F)(F)F)CC2=O (stereo not given)
47: COc1cccc(CNC(=O)C(=O)NCCC2CCCCN2S(=O)(=O)c2cccs2)c1 (stereo not given)
48: CCN(CC)S(=O)(=O)c1ccc(N/N=C/c2ccc(OC)c(OC)c2OC)nc1
screen / no.	41	42	43	44	45	46	47	48
S3 lipid droplet cell count max	.	3	.	0	-1	9	.	.
S3 lipid droplet	?	3%	i	-1%	7%	17%	?	?

49: CC(C)(C)C(=O)CSc1ccc(S(=O)(=O)N2CCCC2)cn1
50: O=C(/C=C/c1ccc(OCCCF)cc1)NCc1ccc(Cl)c(Cl)c1
51: COC(=O)[C@H](C)NC(=O)NCc1ccco1
52: CC(C)CC(=O)c1c[nH]c(C(=O)NCc2cccnc2)c1
53: CC(=O)N1CCN(S(=O)(=O)c2cccc(C(=O)Nc3ccc4c(c3)OCO4)c2)CC1
54: Cc1ccc(S(=O)(=O)N2CCN(C(=O)COC(=O)c3ccccn3)CC2)c(C)c1
55: COc1ccc(CCN2C(=O)CC(Cc3ccccc3)C2=O)cc1OC (stereo not given)
56: CC(C)CNC(=S)NNC(=O)c1ccc2c(c1)OCO2
screen / no.	49	50	51	52	53	54	55	56
S3 lipid droplet cell count max	.	.	.	28	.	.	.	.
S3 lipid droplet	?	0%	?	12%	?	?	?	?

57: Cc1ccc(-c2nc3ncccc3o2)cc1NC(=O)c1sc2ccccc2c1Cl
58: CCOC(=O)C1CCN(C(=O)CNC(=O)c2nn(-c3ccc(OC)cc3OC)c(=O)c3ccccc23)CC1
59: Cc1ccccc1NC(=O)CCN1CCc2ccccc2C1
60: Cc1nn2c(-c3ccccn3)ccnc2c1Br
61: Cc1nn(CCCC(=O)NCCCN2CCN(C)CC2)c(=O)c2c1sc1ccccc12
62: O=C(/C=C/Nc1nccs1)C(F)(F)Cl
63: COc1ccc(NC(=O)CN(C)CC(=O)NC2CCC(C)CC2)cc1 (stereo not given)
64: COc1ccc(N2CC(C(=O)Nc3nnc(SCC(=O)NCc4ccco4)s3)CC2=O)cc1 (stereo not given)
screen / no.	57	58	59	60	61	62	63	64
S3 lipid droplet cell count max	19	.	7	-11	.	16	.	-4
S3 lipid droplet	14%	?	14%	-4%	?	25%	?	4%

65: O=C(CNC(=O)C(c1ccccc1)c1ccccc1)N/N=C\c1ccc(C(=O)O)cc1
66: CCN(Cc1ccccc1)C(=O)c1cc(-c2ccc(OC)c(OC)c2)nc2ccccc12
67: COc1ccc2nc(Cl)c(C3CC(c4ccco4)=NN3C(=O)CCC(=O)O)cc2c1 (stereo not given)
68: COc1ccc([C@@H]2[C@@H]3C(=O)N(C(C)(C)C)C(=O)[C@@H]3[C@]3(C)C(=O)N(c4cccc(Br)c4)C(=O)N23)cc1
69: Cc1ccc(CS(=O)(=O)CCC(=O)NCC2CCCO2)cc1 (stereo not given)
70: Cc1ccccc1NS(=O)(=O)c1c(C(=O)N2CCCCCC2)c(C)n(C)c1C
71: Cc1cc(NC(=O)CCC(=O)N(C2CC2)C2(C(=O)NC3CCCC3)CCC(C)CC2)no1 (stereo not given)
72: OCCN(CCO)c1ccc2ccccc2c1
screen / no.	65	66	67	68	69	70	71	72
S3 lipid droplet cell count max	-3	.	.	0	.	2	.	6
S3 lipid droplet	3%	?	?	126%	?	4%	?	6%

73: CC1=C(C)CC(C(=O)N2CCN(Cc3ccc4c(c3)OCO4)CC2)C(C(=O)O)C1 (stereo not given)
74: CCC(C)n1c(=N)c(C#N)cc2c(=O)n3cccc(C)c3nc21 (stereo not given)
75: O=C(c1ccccc1)N1CCCCC(Sc2nnnn2-c2ccccc2)C1=O (stereo not given)
76: CCOC(=O)CNC(=O)CSc1nc(C)cc(C)c1C#N
77: CN(C)C(=O)c1ccc(COc2ccccc2Br)o1
78: O=C(O)c1cccc2c1C(=O)c1ccc(N3CCCCC3)cc1S2(=O)=O
79: CCN(CC(=O)Nc1ccc(OC)cc1)C(=O)c1ccc(=O)n(Cc2ccccc2)n1
80: Fc1ccc(OCCCCCCN2CCCC2)cc1
screen / no.	73	74	75	76	77	78	79	80
S3 lipid droplet cell count max	9	.	-17	.	.	.	-7	.
S3 lipid droplet	5%	?	15%	?	?	?	-11%	?

81: Cn1c2ccccc2c(=O)c2cc(C#Cc3cccc(N)c3)ccc21
82: CN(C)Cc1ccc(CNC(=O)COc2ccc3ccccc3c2)cc1
83: Cc1cccc(NC(=O)c2ccccc2C(=O)O)c1
84: Cn1c2ccccc2c2nnc(SCN3C(=O)c4ccccc4C3=O)nc21
85: CC(C)(C)c1ccc(OCC(=O)N2CCN(C=O)CC2)cc1
86: CN(C)CCNC(=O)c1onc(CSc2nc3ccccc3[nH]2)c1C(=O)NCCN(C)C
87: Cc1ccc(-c2nnc(OCc3cccnc3)c3ccccc23)cc1
88: COc1ccc(Cl)cc1N1C(=N)SCC1=O
screen / no.	81	82	83	84	85	86	87	88
S3 lipid droplet cell count max	16	.	.	.	.	.	-2	.
S3 lipid droplet	13%	?	?	?	?	?	-15%	?

89: O=C(CN1C(=O)NC2(CCCC2)C1=O)Nc1cc(S(=O)(=O)N2CCOCC2)ccc1OCC(F)(F)F
90: CCC(C)c1ccc(NC(=O)COC(=O)C2=COCCO2)cc1 (stereo not given)
91: CCn1nc(C(=O)Nc2cccc3ccccc23)c(Cl)c1Cl
92: COc1ccc(NC(=O)[C@H](Cc2c[nH]c3ccccc23)NC(=O)[C@@H]2Cc3ccccc3CN2)cc1
93: O=C(CSc1ncn[nH]1)NCCc1ccccc1
94: COc1ccc(NC(=O)C2CCN(c3ncnc4c3nc3n4CCCCC3)CC2)cc1Cl
95: O=C(CNS(=O)(=O)c1ccccc1)OCC(=O)c1ccc([N+](=O)[O-])cc1
96: Nc1nnnn1CC(=O)N/N=C/C=C/c1ccccc1
screen / no.	89	90	91	92	93	94	95	96
S3 lipid droplet cell count max	18	.	-5	6	.	.	.	23
S3 lipid droplet	0%	?	-2%	-21%	i	?	?	2%

97: CCn1c(SCC(=O)c2ccc(OC)cc2)nnc1C1CC1
98: Cc1cc2ccccc2n1CCC(=O)O
99: COc1ccc(NC(=O)CCNC(=O)Cn2ccc3ccccc3c2=O)c(OC)c1
100: COc1ccccc1N1CCN(C(=O)c2sc3nc4n(c(=O)c3c2C)CCC4)CC1
screen / no.	97	98	99	100
S3 lipid droplet cell count max	-7	-18	.	-21
S3 lipid droplet	-3%	-15%	i	-15%

Only part of the results is shown; the hit share may differ from the screen's.
